# Screening results (PubChem)
# RMI-FANCM inh: RMI-FANCM interaction inhibition; Fluorescence polarization, RMI core complex with F-MM2 peptide; active compounds read low; FP signal (polarization) at 33 µM; 70,000 tested, 0.58% active; in the data active means FP signal below about 40; further: inactives centre near 61; strong numbers were not always called active; unit not given here
# * hit, by the source's call; & = joins results of further samples. This is a subset (hit frequency here may not be typical).
RMI-FANCM inh	Compound
57	CCOC(CNC(=O)[C@H](Cc1ccccc1)NC(C)=O)OCC
60	CCCc1cc(=O)oc2cc(OCC(=O)N/N=C\c3c(Cl)cccc3Cl)ccc12
62	O=C(Nc1nnc(-c2cccs2)o1)c1cccc(N2C(=O)CCC2=O)c1
77	O=C(Cn1nc(-c2cccs2)c2sc(N3CCCCC3)nc2c1=O)OCc1ccccc1
54	CC(=O)c1ccc(Cl)c(NC(=O)/C=C/C(=O)O)c1
53	CCOc1ccc(NC2CC(=O)N(C(C)c3ccccc3)C2=O)cc1 (centres undefined)
74	O=C(Cn1cc(-c2nnc(-c3ccco3)o2)c2ccccc21)N1CCCC1
65	Cc1cccc(-n2c(SCC(=O)Nc3c(Cl)cccc3Cl)nnc2-c2ccc(Cl)cc2Cl)c1
63	CCOc1ccc(OCCNS(=O)(=O)c2ccc(C(F)(F)F)cc2)cc1
61	Cc1ccccc1OCCSCc1nc2ccccc2[nH]1
58	ClC1(Cl)CC1CSC1=NCCN1 (centres undefined)
60	COC(=O)N1CCc2c(sc(NC(=O)c3ccc(F)cc3)c2C(N)=O)C1
63	Cc1[nH]nc(-c2cccs2)c1C(=O)NN
57	COc1cc(CN2CCCC(c3nc4ccccc4[nH]3)C2)cc(OC)c1 (centres undefined)
65	CCn1nc(C(=O)Nc2nc(-c3ccc(OC)cc3)c(C)s2)cc1C
93	CCOc1ccc(-n2nnc3c(=O)n(Cc4nc(-c5cccc(Cl)c5)no4)cnc32)cc1
73	CS(=O)(=O)c1ccc2nc(NC(=O)c3ccc(S(=O)(=O)N4CCCC4)cc3)sc2c1
65	Cn1cccc1C(CNC(=O)c1ccc(Cl)c(Cl)c1)N1CCCC1 (centres undefined)
58	O=C(O)C(=O)N1CCN(CCO)CC1
61	CCOC(=O)N1CCN(C(=O)Nc2nc(CC(=O)NCc3ccncc3)cs2)CC1
78	O=S(=O)(Cc1cccc(Cl)c1)NCC1CCN(Cc2ccccc2)CC1
57	O=[N+]([O-])c1cc(C(F)(F)F)cc([N+](=O)[O-])c1Sc1cccc2cccnc12
63	CCCc1cc(=O)[nH]c(SCC(=O)Nc2oncc2-c2ccc(C)cc2)n1
90	COC(=O)c1ccc(NC(=O)CCc2csc(NC(=O)c3ccc(Cl)cc3)n2)cc1
62	CC(=O)N1CCc2c(sc(NC(=O)c3ccc([N+](=O)[O-])s3)c2C#N)C1
56	CC(=O)/C(C#N)=C(\N=CN(C)C)SCc1c(Cl)cccc1Cl
54	O=S(=O)(NC1CCCC1)c1cccc2cnccc12
79	CC1CC(C)CN(S(=O)(=O)c2ccc(C(=O)N3CCN(C(=O)c4ccc(S(=O)(=O)N5CC(C)CC(C)C5)cc4)CC3)cc2)C1 (centres undefined)
58	COc1ccc2c(=O)c(Oc3ccc(C(=O)N4CCOCC4)cc3)coc2c1
53	O=C(CSc1nnc(NC(=O)Nc2ccccc2)s1)Nc1nccs1
51	CN(CCc1ccccn1)C(=O)c1nccnc1C(=O)O
58	O=C(NCCC1=CCCCC1)c1cc(=O)[nH]c2ccc(S(=O)(=O)N3CCCCCC3)cc12
73	COC(=O)c1ccc(-n2c(C)cc(C(=O)CSc3nc(C)nc4sc5c(c34)CCCC5)c2C)cc1
64	Cc1cccc(Cn2cnc3c(cnn3CCNC(=O)COc3ccc(Cl)cc3)c2=O)c1
74	O=C(Nc1nc(-c2ccccc2)ns1)c1ccc(Cl)cc1
52	OC(CN1CCN(C(c2ccccc2)c2ccccc2)CC1)C(F)(F)F (centres undefined)
76	O=C(O)c1ccc(N=Nc2sc3ccccc3c2O)cc1
56	CCn1nc(C)c(Br)c1-c1nc(-c2cccc(C)c2)no1
56	COc1cc2ncnc(NNC(=O)c3ccco3)c2cc1OC
69	O=C(NCC1(c2cccs2)CCCC1)c1cccs1
58	CCCCOc1ccc2c(c1)C(=O)c1cc(OCCCC)ccc1-2
118	O=S(=O)(Cc1nc(-c2ccc3c(c2)OCO3)no1)c1ccc(Cl)s1
61	Cc1nn(C)c2c1S(=O)(=O)N=C(SCc1c(F)cccc1Cl)S2
54	CC(=O)OC/C=C(C)/C=C/C=C(C)/C=C/C1=C(C)CCCC1(C)C
56	C#CCOC(=O)Nc1ccccc1OC
71	COc1ccc(-c2cc(=O)n(CC(=O)Nc3ccc(F)c(Cl)c3)cn2)cc1
64	CC(C)C(=O)Nc1ccc(C(=O)NCCNS(=O)(=O)c2cccc(Cl)c2)cc1
53	O=c1[nH]c2ccc(Cl)cc2c(-c2ccccc2)c1N1CCOCC1
-16	Cc1ccc2c(c1)c1nc3ccccc3nc1n2CCCN1C(=O)c2ccccc2C1=O
63	C=CCNC(=O)COc1ccc(Br)cc1

# Carrying on:
RMI-FANCM inh	Compound
67	CCOCC(=O)NCCn1ncc2c(=O)n(Cc3ccccc3C)cnc21
62	Cc1ccc(N2CC(C(=O)N3CCN(c4nccn4C)CC3)CC2=O)cc1 (centres undefined)
62	CN1C(=O)c2cccc(NC(=O)c3ccc(Cl)cc3Cl)c2C1=O
52	CC(=O)Nc1ccc(OC(=O)c2cccc(C(F)(F)F)n2)cc1
62	O=C(NCCCN1CCN(c2ccccc2)CC1)C(=O)Nc1ccon1
70	OB(O)c1ccc(OCCN2CCCCC2)cc1
57	CS(=O)(=O)Nc1cc(N=NC(=O)c2ccccc2)c(O)c2ccccc12
60	O=C(CCCn1nc(-c2ccco2)ccc1=O)NCc1ccc(Cl)cc1
68	CCCN1C(=O)C(C)(C)COc2ccc(NC(=O)c3ccccc3C)cc21
67	Cc1ccccc1-n1c(N)c(C(=O)NC2CCCCC2)sc1=S
63	Cc1cc(C)c2c(n1)nn1c(NCCOCCO)cc(C)nc21
66	CS(=O)(=O)c1ccc(C(=O)Nc2nnc(-c3ccc4c(c3)OCO4)o2)cc1
75	COc1cc(C(=O)Nc2ccc(-c3nc4ccc(C)cc4s3)cc2)cc(OC)c1OC
67	COC(=O)c1ccc2c(=O)n(Cc3ccc(OC)c(OC)c3)c(=S)[nH]c2c1
95	O=C(CSc1nc(CC(=O)N2CCc3ccccc32)cs1)c1cccs1
62	O=C(NNC(=O)c1cnccc1C(F)(F)F)c1ccc(OC(F)(F)F)cc1
60	O=C(O)c1cc2cc(Cl)ccc2[nH]1
57	O=C(COC(=O)c1ccc([N+](=O)[O-])cc1[N+](=O)[O-])c1cccs1
63	O=C(C(Cc1ccccc1Cl)C(=O)N1CCc2ccccc21)N1CCc2ccccc21
75	CCCN1CCCc2cc(CCNC(=O)C(=O)NC3CCCCC3)ccc21
47	CCOC(=O)c1ccc(Nc2[nH]c(=O)c3ccccc3c2C(=O)c2ccncc2)cc1
52	COc1cc2c(=O)oc(-c3c(-c4c(F)cccc4Cl)noc3C)nc2c(OC)c1OC
54&58	N#Cc1cnn(-c2ccccc2)c1NC(=O)CSc1nnc(-c2ccc(Cl)cc2)o1
62	O=C1NCCCC1C(=O)NNC(=S)NCc1ccccc1 (centres undefined)
55	CCCS(=O)(=O)N1CCCc2cc(NS(=O)(=O)c3cc(C)c(OC)c(C)c3)ccc21

# Filtered by structure: the compounds so far with bromine.
RMI-FANCM inh	Compound
56	CCn1nc(C)c(Br)c1-c1nc(-c2cccc(C)c2)no1
63	C=CCNC(=O)COc1ccc(Br)cc1

# Additional results
RMI-FANCM inh	Compound
55	COc1cc(=O)n(-c2ccc(C)cc2)nc1C(=O)N1CCN(C(c2ccccc2)c2ccccc2)CC1
60	O=C(Nc1ccccc1)OCc1cccc(COC(=O)Nc2ccccc2)c1F
53	CC(=O)Nc1ccc(NC(=O)c2cccc(Cl)c2)c(C)c1
67	Cc1cc(NC(=O)C2CC2)n(-c2nc3c(cnn3-c3ccc(F)cc3)c(=O)[nH]2)n1
63	Cc1cc2cc(CNC(=O)CC(c3ccccc3)c3ccccc3)ccc2[nH]1
57	COc1ccc(/C=C2/N=C3SC(C)C(=O)N3C2=O)cc1 (centres undefined)
51	O=S(=O)(c1cccc2cccnc12)N1CCc2ccccc2C1
44	CC(=O)C(Sc1nccc(-c2cccnc2)n1)C(C)=O
64	CCN(CC)c1ccc(NC(=O)CCCn2nc(-c3ccco3)ccc2=O)c(C)c1
62	Cc1nc(C#N)c(N/N=C\C=C\c2ccccc2)o1
82	CCOc1ccc(CC(=O)Nc2cc(-c3cn4nc(OC)ccc4n3)ccc2OC)cc1
56	O=C(CCn1cnc(-c2ccccc2)c1-c1ccccc1)N/N=C\c1ccco1
63	COc1ccc(/C=C2/CCC/C(=C\c3ccc(OC)cc3)C2=O)cc1
68	COc1ccc(-c2ccc(N3CCC(C(=O)NCCc4ccc(S(N)(=O)=O)cc4)CC3)nn2)cc1
63	O=C(Nc1nc(-c2ccc3c(c2)OCCO3)cs1)C1CCCN1S(=O)(=O)c1cccs1 (centres undefined)
59	NC(=O)CSc1nnc2ccc(-c3ccc(Br)cc3)nn12
53	O=[N+]([O-])c1ccc(NCc2ccc(-c3cccs3)s2)nc1
58	Cc1cc(SCC(=O)c2ccc3c(c2)OCO3)nc(C(C)C)n1
63	CCSc1ccc(NC(=O)c2cccc(F)c2)nn1
68	CCc1nnc(-c2ccc(NC(=O)COc3cccc(C)c3)cc2)o1
95	CCOc1ccc(-c2csc(-n3nc(C)cc3NC(=O)Cc3cccc(C)c3)n2)cc1
60	COc1cc(OC)c(NC(=O)CSc2nc3ccccc3n2S(=O)(=O)c2ccc(Cl)cc2)cc1Cl
59	Cc1nc2c(C)cccn2c(=O)c1NC(=O)Cc1ccc(-c2ccccc2)cc1
64	COc1cccc(C(=O)NCCCN2CCN(c3ccccc3)CC2)c1
52	CCc1cc2c(=O)c(-c3nc4ccccc4s3)coc2c(CN2C(C)CCCC2C)c1O (centres undefined)
53	COc1cccc(NC(=O)N2CCN(C3c4ccccc4-c4ccccc43)CC2)c1
54	CCOc1ccc(N2C(=O)S/C(=C\C=C\c3ccco3)C2=O)cc1
61	COc1cc(C)c(S(=O)(=O)Nc2ccc(Cl)cn2)cc1C(C)C
77	CC(C)(C)C(=O)Oc1ccc(C(=O)Nc2ccccc2)cc1
68	O=C(c1ccc2c(c1)OCO2)N1CCN(c2ccc(-c3ccccc3)nn2)CC1
66	COc1ccc(S(=O)(=O)Nc2ccc3c(c2)N(C(=O)C2CCCO2)CC3)cc1OC (centres undefined)
59	O=C1CN(C(=O)c2cc3ccccc3oc2=O)C(c2ccc(F)cc2)c2cc(Cl)ccc2N1 (centres undefined)
64	Cc1n[nH]c(C)c1CCc1nc(-c2ccc(Cl)cc2)no1
54	O=S(=O)(NC(=S)Nc1ccc(Cl)c(Cl)c1)c1ccccc1
53	Cc1cccc(C)c1NC(=O)CC1CCCCN1S(=O)(=O)c1ccc(Cl)cc1 (centres undefined)
66	Cc1c(Cl)ccc2sc(N3CCN(C(=O)c4ccn(C)n4)CC3)nc12
56	O=C(O)CCCNC(=S)Nc1cccc(C(F)(F)F)c1
58	Cc1nnc(NC(=O)CSCc2ccccc2)s1
55	COc1cccc(N2CC(=O)N(NC(=O)NC3CCCCC3)CC2=O)c1
60	Cc1ccn(-c2ccc(Nc3ccc(NC(=O)C4CCCCC4)cc3)nn2)n1
68	O=S(=O)(c1ccccc1)c1nc(-c2ccco2)oc1NCC1CCCO1 (centres undefined)
57	Cc1cc(NS(=O)(=O)c2ccc(C(F)(F)F)cc2Cl)no1
72	COc1ccc(-c2ccc(=O)n(CCCC(=O)NCc3cccs3)n2)cc1OC
69	COc1ccc(-c2nnc(NC(=O)c3ccccc3)o2)cc1
72	COc1cc(/C=N\NC(=O)Cn2nnc3ccccc32)ccc1OCc1ccccc1
54	CC(=O)CSc1nnc2sc3ccccc3n12
63	Cc1ccc2nc(N(CCN(C)C)C(=O)c3cc(Cl)sc3Cl)sc2c1
66	COc1cccc(CNC(=O)Cc2csc(Nc3cc(OC)ccc3OC)n2)c1
62	O=C(Nc1nc(CC(=O)N2CCN(c3ncccn3)CC2)cs1)c1ccc(=O)[nH]c1
63	O=S(=O)(NC1CCCCC1)c1cccc2cccnc12

# Next part.
RMI-FANCM inh	Compound
64&46	CC1(C)CC(=O)c2c(cc(OS(=O)(=O)c3ccccc3)cc2OS(=O)(=O)c2ccccc2)O1
61	O=C(O)C(Cc1ccc(O)cc1)N1CCS(=O)(=O)CC1 (centres undefined)
90	CCOc1ccccc1C(=O)Nc1ccc(-c2cn3nc(OC)ccc3n2)cc1
61	CC(=O)Nc1cccc(NC(=O)Cn2cnc3c(cnn3C3CCS(=O)(=O)C3)c2=O)c1 (centres undefined)
55	Cc1nnc(NC(=O)Cc2cc(=O)[nH]c(SCc3ccccc3F)n2)s1
57	CCN(CCS(=O)(=O)c1ccc(C)cc1)C(=O)c1ccc(-c2cc(C(F)(F)F)nn2C)s1
54	CCOC(=O)c1cc(NC(=O)Nc2ccc(C)c(Cl)c2)ccc1N1CCCCC1

# A run of entries from the list above, for reference:
RMI-FANCM inh	Compound
58	Cc1nnc(NC(=O)CSCc2ccccc2)s1
55	COc1cccc(N2CC(=O)N(NC(=O)NC3CCCCC3)CC2=O)c1
60	Cc1ccn(-c2ccc(Nc3ccc(NC(=O)C4CCCCC4)cc3)nn2)n1
68	O=S(=O)(c1ccccc1)c1nc(-c2ccco2)oc1NCC1CCCO1 (centres undefined)
57	Cc1cc(NS(=O)(=O)c2ccc(C(F)(F)F)cc2Cl)no1
72	COc1ccc(-c2ccc(=O)n(CCCC(=O)NCc3cccs3)n2)cc1OC
69	COc1ccc(-c2nnc(NC(=O)c3ccccc3)o2)cc1
72	COc1cc(/C=N\NC(=O)Cn2nnc3ccccc32)ccc1OCc1ccccc1
54	CC(=O)CSc1nnc2sc3ccccc3n12
63	Cc1ccc2nc(N(CCN(C)C)C(=O)c3cc(Cl)sc3Cl)sc2c1
66	COc1cccc(CNC(=O)Cc2csc(Nc3cc(OC)ccc3OC)n2)c1
62	O=C(Nc1nc(CC(=O)N2CCN(c3ncccn3)CC2)cs1)c1ccc(=O)[nH]c1
63	O=S(=O)(NC1CCCCC1)c1cccc2cccnc12
64&46	CC1(C)CC(=O)c2c(cc(OS(=O)(=O)c3ccccc3)cc2OS(=O)(=O)c2ccccc2)O1
61	O=C(O)C(Cc1ccc(O)cc1)N1CCS(=O)(=O)CC1 (centres undefined)
90	CCOc1ccccc1C(=O)Nc1ccc(-c2cn3nc(OC)ccc3n2)cc1
61	CC(=O)Nc1cccc(NC(=O)Cn2cnc3c(cnn3C3CCS(=O)(=O)C3)c2=O)c1 (centres undefined)
55	Cc1nnc(NC(=O)Cc2cc(=O)[nH]c(SCc3ccccc3F)n2)s1
57	CCN(CCS(=O)(=O)c1ccc(C)cc1)C(=O)c1ccc(-c2cc(C(F)(F)F)nn2C)s1
54	CCOC(=O)c1cc(NC(=O)Nc2ccc(C)c(Cl)c2)ccc1N1CCCCC1
